Screening results: PubChem, National Center for Advancing Translational Sciences (NCATS)
FUS yeast rescue = rescues growth of FUS-expressing yeast | S. cerevisiae FUS-expressing, growth rescue, OD600, 24 h | Potency, µM (highest dose often 76.6 µM), for inactives: top-dose growth rescue (activation), actives largely listed as activators | actives 0.24% (n = 390,000) | AID 1347120;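 note: potency is the fitted concentration of half-maximal effect; plate controls were DMSO vehicle for no effect and reference control for full effect; nearly all actives have a fitted effect of over 55% in size; some results filed as inactive show a strong effect at the top dose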
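Toxicity suppression screen in FUS-yeast. Cells induced with 2% galactose, starting OD 0.005, treated 24hr at 30C with compounds at multiple final concentrations; growth by OD600.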
GLP-1R agonist = GLP-1 receptor (human) agonism | AID 624172 | Potency, µM (highest dose often 45.6 µM), for inactives: at the highest dose activation, usual class: activators | HEK293 GLP-1R CRE-luciferase, luminescence, 4-6 h; cells express a hypersensitive GLP-1R form | actives 0.007% (n = 380,000) | P43220; note: potency is the fitted concentration of half-maximal effect; % of control where 0% means no effect
Target sequence (P43220 whole entry, looked up): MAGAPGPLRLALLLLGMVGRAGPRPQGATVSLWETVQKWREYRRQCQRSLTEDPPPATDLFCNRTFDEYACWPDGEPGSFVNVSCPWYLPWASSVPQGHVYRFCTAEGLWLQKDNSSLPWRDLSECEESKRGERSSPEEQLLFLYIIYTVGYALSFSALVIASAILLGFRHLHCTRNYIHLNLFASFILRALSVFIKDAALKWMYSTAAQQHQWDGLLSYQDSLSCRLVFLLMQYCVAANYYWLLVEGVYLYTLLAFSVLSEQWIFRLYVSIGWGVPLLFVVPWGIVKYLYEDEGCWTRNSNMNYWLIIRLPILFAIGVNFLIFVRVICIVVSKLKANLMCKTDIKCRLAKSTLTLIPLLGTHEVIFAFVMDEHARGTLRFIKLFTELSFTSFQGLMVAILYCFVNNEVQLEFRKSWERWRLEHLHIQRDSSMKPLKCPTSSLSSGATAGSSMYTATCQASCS
GLP-1R inv ag = GLP-1 receptor (human) inverse agonism. AID 624417. P43220. actives 1.6% (n = 410,000). HEK293 GLP-1R CRE-luciferase, luminescence, 24 h; GLP-1R form is constitutively active. Potency, µM (top dose mostly 38.3 µM), for the others: at the highest dose activity change, negative = inhibition, hits mostly inhibitors; note: potency is the fitted concentration of half-maximal effect; % is set by controls: 0 for no effect and ±100 for the full control effect; nearly all actives have a fitted effect of over 55% in size
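Readout was luciferase luminescence, measured 12 min after detection reagent at room temperature. Beforehand, GLP-1R reporter HEK293 cells had sat 12 h, then received compounds for 24 hr at 37 deg C.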
Abeta yeast res = A-beta toxicity reversal in yeast; actives 0.063% (n = 410,000); Potency, µM (doses to about 46.1 µM), for inactives: top-dose growth rescue, usual class: activators; AID 1347071; yeast expressing A-beta42, growth rescue, OD600, 48 h; response scale: 0% DMSO, 100% iron-clioquinol control; note: potency is the fitted concentration of half-maximal effect; nearly all actives have a fitted effect of over 55% in size
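Yeast growth medium received pinned compounds, then yeast cells expressing toxic A-beta were added; plates incubated at 30 C for 48 hr. Growth read as absorbance at 600 nm, normalized to DMSO and equimolar FeCl3 plus clioquinol controls.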
PTHR1 agonist = PTHR1 (human) receptor agonism; AID 743266; HEK293 GP2 PTHR1 cells, GloSensor cAMP luminescence, 1 h; actives 0.075% (n = 410,000); Potency, µM (series often up to 115 µM), for inactives: at the top dose activation, hits mostly activators; note: potency is the fitted concentration of half-maximal effect; nearly all actives have a fitted effect of over 55% in size; some results filed as inactive show a strong effect at the top dose; inactives centre near -15; many of its hits are not listed in these tables
Target sequence (Q03431 whole entry, looked up): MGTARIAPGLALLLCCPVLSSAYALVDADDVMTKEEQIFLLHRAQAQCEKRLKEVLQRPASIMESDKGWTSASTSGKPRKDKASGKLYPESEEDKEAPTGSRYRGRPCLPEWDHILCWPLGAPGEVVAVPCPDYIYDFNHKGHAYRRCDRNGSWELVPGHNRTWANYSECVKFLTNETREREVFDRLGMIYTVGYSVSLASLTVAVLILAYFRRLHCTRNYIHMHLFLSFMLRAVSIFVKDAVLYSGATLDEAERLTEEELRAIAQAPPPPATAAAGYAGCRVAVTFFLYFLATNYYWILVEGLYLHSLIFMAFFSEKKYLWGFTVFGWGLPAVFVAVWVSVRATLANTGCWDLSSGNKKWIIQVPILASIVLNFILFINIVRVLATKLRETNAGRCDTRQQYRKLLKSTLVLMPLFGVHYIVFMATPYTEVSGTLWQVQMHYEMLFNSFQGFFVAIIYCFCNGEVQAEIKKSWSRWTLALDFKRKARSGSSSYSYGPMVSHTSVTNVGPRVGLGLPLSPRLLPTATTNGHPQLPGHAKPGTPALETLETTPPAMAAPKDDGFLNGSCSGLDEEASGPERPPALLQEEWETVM
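HEK-293-derived GP2 cells expressing PTHR1 and a GloSensor cAMP reporter, 3,000/well, plated overnight, given luciferin plus IBMX (each 0.5 mM as added) for 1 h at 37 °C, then compound for 1 h at 37 °C. Luminescence was read after 15 min at room temperature.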
pAkt inh = blocks phosphorylation of Akt | Neuro2A IGF-stimulated pAkt S473 HTRF, 20 min; stronger effect = lower value | activity change, % for hits at 50 µM | actives 0.32% (n = 360,000); in the data active = activity change below about -80%; inconclusive = mostly about -51% to -80%; note: % is set by controls: 0 for no effect and ±100 for the full control effect
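Neuro2A cells in DMEM with 0.5% FBS, overnight at 37 deg C, given compound at single 50 µM final, then IGF (6 nM final) for 20 min at 37 deg C. Lysed; phospho-Akt Ser473 by HTRF after 24 h, 665/615 ratio.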
aSyn rescue = rescues yeast growth from alpha-synuclein toxicity. Yeast expressing alpha-synuclein, growth rescue, BacTiter-Glo, 24 h. Potency, µM (top dose mostly 46.1 µM), without a hit: at the highest dose growth rescue (activation), most hits filed as activators. actives 0.14% (n = 370,000); note: potency is the fitted concentration of half-maximal effect; % of control where 0% means no effect; nearly all actives have a fitted effect of over 65% in size
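Readout is rescue of growth in alpha-synuclein-expressing yeast, so inhibitors of toxicity appear as activators. Growth after 24 hr at 30 deg C in galactose medium is quantified by luminescence.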
TDP-43 yeast inh = rescues yeast growth from TDP-43 toxicity | actives 1.8% (n = 410,000) | TDP-43 expressing yeast growth rescue, BacTiter-Glo, 24 h | Potency, µM (top dose mostly 46.1 µM), for the others: at the top dose growth rescue (activation), most hits filed as activators | AID 652104; note: potency is the fitted concentration of half-maximal effect; % of control where 0% means no effect; nearly all actives have a fitted effect of over 50% in size
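Yeast cells expressing TDP-43 under galactose induction are exposed to compounds for 24 hr at 30 deg C. BacTiter-Glo luminescence measures growth, so protective compounds score as activators.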
DRD3 antagonist = antagonists of human D3 dopamine receptor; max response, negative = inhibition, %; D3R cells, DiscoveRx beta-arrestin luminescence, antagonist mode; stronger effect = lower value; actives 2.5% (n = 360,000); in the data active = max response below about -50%; inconclusive = no clear call, values can overlap the other calls; note: % is set by controls: 0 for no effect and ±100 for the full control effect; mostly tested at two doses, the higher about 12 µM
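Cells plated overnight at 1500 cells/well, then exposed to library compounds with dopamine controls for 90 minutes at 37 degrees C. DiscoveRx reagent added for 30–60 minutes at room temperature; luminescence read, quantitative HTS format.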
* marks the source's active call; other numbers are inactive results; i = inactive; u = inconclusive; x = not tested or not shown; & = joins results of further samples; [ ] = dose if it differs, or a comment. Unless noted, calls come from the whole dose curve; as a rule, active = well fitted curve in the direction sought with a large enough effect; inconclusive = small, poorly fitted or top-dose-only effect, or another doubt; inactive = no such curve, though single readings can be large; an effect the other way counts as inactive or inconclusive.

SMILES	FUS yeast rescue	GLP-1R agonist	GLP-1R inv ag	Abeta yeast res	PTHR1 agonist	pAkt inh	aSyn rescue	TDP-43 yeast inh	DRD3 antagonist
O=C(O)c1ccc(N/N=C/c2ccc(-c3ccc(Br)cc3)o2)cc1	31%	4%	74%[activator]	-13%	i	i	4%	14%	-2
N/C(=N\OC(=O)/C=C/c1ccc(Br)cc1)c1ccccn1	0%	-14%	u	-7%	-10%	i	1%	18µM*	-16
COc1cccc(CNC(=O)CCCn2ncn3c(cc4occc43)c2=O)c1	18%&1%	-1%	-2%&-6%	-7%&-8%	i	i	-6%	0%&5%	-12
Cc1nc2ccccc2n1CC(=O)NCCN1CCCC1	11%	-1%	-6%	2%	-5%[57.5 µM]	x	1%	-15%	31
COc1ccc(C(=O)/C=C/Nc2ccc(S(=O)(=O)Nc3nc(C)cc(C)n3)cc2)cc1OC	38%	u	107%[activator]	-67%[inhibitor]	13%	i	21%	2%	20
COC(=O)c1cc(S(=O)(=O)NCC2CCN(Cc3ccc(F)cc3)CC2)c[nH]1	-12%&-1%	10%	8%&2%	1%&-16%	u	i	-4%	-12%&-2%	-12
C/C(=N\Nc1nc2ccccc2nc1C)c1ccccc1O	3%	7%	u	0%	i	i	-10%	3%	-5
C=CC[C@@H](CC(=O)N[C@H](CO)Cc1ccccc1)C(=O)N[C@H](COC(=O)[C@@H](CC=C)Cc1ccc(F)cc1)Cc1ccccc1	u	-5%	u	5%	i	i	-1%	16%	u
COc1ccc(CNC(=O)c2ccc(-c3nc(CS(=O)c4ccc(C)cc4)c(C)o3)cc2)cc1 (stereo unspecified)	25µM*	x	-11%	0%	i	x	x	-27%	x
COc1ccc(CCNC(=O)c2cccc(S(=O)(=O)N3CCOCC3)c2)cc1OC	0%	9%	1%	2%	-33%[inhibitor]	i	3%	14%	14
CC(c1nnc(Sc2nnnn2-c2ccccc2)n1-c1ccc(F)cc1)N(C)C (stereo unspecified)	22%	0%	u	-6%	i	i	u	-15%	-2
CCOCCCNCc1cc(Cl)cc(Cl)c1OCC	-26%	0%	-12%	12%	-10%	i	0%	13%	4
CCc1nc2c(OCC(=O)c3ccc(Cl)cc3Cl)cccn2c1N(C)C(=O)c1ccncc1	12%	-3%	25%	-12%	0%	i	-5%	9%	3
O=C(Nc1nnc([C@@H]2C[C@H](O)[C@@H](CO)O2)s1)c1ccc(Oc2ccccc2)cc1	2%	-5%	13%	-13%	-29%	i	1%	0%	18
OCC#CCSc1nnc(-c2ccncc2)o1	19%	1%	8%	-3%	i	i	7%	-3%	-22
CN(C)C(=O)c1ccc(NC(=O)COC(=O)C2(c3ccccc3)CCCC2)cc1	20%	-3%	u	0%	-22%	i	8%	22%	7
CCOc1ccc(CCNC(=O)CN2C(=O)COc3ccc(S(=O)(=O)N4CCC(C)CC4)cc32)cc1	u	-5%	2%	-14%	-20%	x	6%	14%	x
CC1CCN(CCc2nc3cc(NS(=O)(=O)c4ccccc4)ccc3n2C)CC1	15%	-1%	-17%	1%	-30%	i	5%	-1%	-75*
COc1ccc(NC(=O)CC2C(=O)N(c3ccc(OC)cc3)C(=O)N2CCc2cccs2)cc1 (stereo unspecified)	x	8%	-26%	-6%	i	i	-1%	-6%	u
COc1ccccc1CNS(=O)(=O)c1ccc2c(c1)NC(=O)CC(=O)N2	0%	x	5%	12%	i	x	x	25%	x
O=C(Nc1ccc(Cl)cc1C(=O)N1CCCCC1)c1ccco1	-16%	7%	0%	-3%	i	i	4%	4%	6
CN(CC(=O)Nc1ccccc1Cl)C(=O)c1cc(C2CC2)nn1-c1ccccc1	8%	4%	u	-29%	-17%	i	0%	0%	41
O=C(CNc1cc(S(=O)(=O)N2CCCC2)ccc1OCC(F)(F)F)Nc1cccc(C(F)(F)F)c1	x	4%	u	17%	-20%	i	3%	20%	4
CCCCNc1nc2c(c(=O)n(Cc3ccccc3)c(=O)n2C)n1C	-23%&-21%	5%&1%	0%&-1%	-7%&3%	-9%	i	-3%	12%&21%	6
COc1ccccc1N1C(=O)CC(N(O)c2ccccc2)C1=O (stereo unspecified)	-8%	6%	-12%	1%	-6%	i	4%	-5%	1
CCc1ccc(CNC(=O)c2ccc(CS(=O)(=O)Cc3ccccc3C)o2)cc1	-14%	-8%	u	-8%	-30%[inhibitor]	x	0%	27%	x
CCOC(=O)C1(CCOC)CCN(Cc2ccncc2)CC1	24%	7%	-5%	-5%	-3%	i	-1%	-17%[9.22 µM]	9
COC(=O)CCC(=O)OC1(C)C(=O)C=C2C=C(C3CC3)N(Cc3ccccc3)C=C2C1=O (stereo unspecified)	19%	-1%	6%	-8%	i	i	0%	6%	u
COc1ccccc1-c1nc2cc3ccccc3cc2nc1-c1ccccc1OC	2%	10%	-17%	8%	i	i	-2%	-14%[9.22 µM]	18
O=C(CN1CCN(Cc2ccccc2)CC1)NCc1ccc(Cl)cc1	10%	-1%	u	2%	i	i	0%	13%	-3
C/C(=N\O)c1ccc2c3c([nH]c2c1)CCCC3	13%	-1%	u	20%	-8%[57.5 µM]	-90%*	-12%	2%	-6
CCn1cc(S(=O)(=O)N2CCc3ccccc3C2)cn1	7%	12%	35%	0%	18%	i	3%	-11%	-18
CCN(CC)CCNCc1ccc(Br)cc1OCC(=O)NCc1ccccc1	-10%	-3%	u	x	i	i	-1%	-6%	-16
O=C(CCNC(=O)C1CCN(S(=O)(=O)c2ccc(F)cc2)CC1)NCc1cccc(Cl)c1	-13%	-1%	-8%	0%	i	x	-2%	8%	-4
CCOC(=O)c1sc(NC(=O)CCN2CCC(C)CC2)c(C(=O)OCC)c1C	19%	7%	6%	-6%	5%	i	0%	-5%	-13
C[C@H](CO)N1C[C@H](C)[C@@H](CN(C)Cc2ccc(-c3ccccc3)cc2)Oc2c(NS(=O)(=O)c3ccc(F)cc3)cccc2C1=O	u	7%	u	14%	-17%	i	3%	24%	29
COc1cc(NC(=O)CN2CCCCCC2)cc(OC)c1	-2%	3%	-26%	-18%	-1%	i	3%	1%	-9
COc1ccc(N=C2SC(CC(=O)Nc3ccccc3F)C(=O)N2Cc2ccco2)cc1 (stereo unspecified)	x	16%	u	-16%	i	i	15%	7%	12
COc1ccc(-c2cccc(NS(=O)(=O)c3cccs3)c2)nn1	17%	x	14%	-11%	-20%	x	x	22%	x
CCn1cnc2cc(NCc3nc4ccccc4n3Cc3ccccc3)ccc21	22%	3%	u	7%	i	i	-2%	-4%	-6
COc1ccc(NC(=O)COC(=O)CNC(=O)C2CCCCC2)cc1OC	9%	0%	17%	23%	i	i	1%	-17%	u
O=C(CCN1C(=O)/C(=C\C=C\c2ccccc2)SC1=S)Nc1ccccc1C(=O)O	17%	0%	13%	7%	-12%	i	-6%	9%	3
COc1ccc(C(=O)CSc2nc3ccc([N+](=O)[O-])cc3[nH]2)cc1	14%	1%	0%	17%	-20%	i	6%	9%	1
CCNc1nnc(CCn2nc(C)c(Br)c2C)s1	-14%	3%	-15%	5%	i	i	6%	6%	-4
CCCCNC(=O)c1ccc2c(SCC(=O)O)c3c(nc2c1)CCCC3	x	9%	0%	0%	i	i	-6%	1%	-1
Cc1ccc(S(=O)(=O)n2cnc3ccccc32)c(C)c1	x	2%	-1%	4%	8%	i	-2%	-13%	-25
COC(=O)Cc1c(O)ccn(Cc2ccccc2OC)c1=O	-21%	7%	4%	-4%[9.22 µM]	-3%	i	0%	12%	25
COC(=O)c1nc(NC(=O)c2ccc(Cl)cc2)n[nH]1	-6%	-6%	-2%	2%	-10%[57.5 µM]	i	-25%	-14%	-7
COc1cccc(CNC(=O)N2CCN(c3ccccc3C)CC2)c1	u	6%	u	8%	i	i	6%	19%	1
Cn1cc(C(=O)C(=O)NC2CCCCC2)c2ccccc21	4%	12%	u	-20%	i	i	12%	16%	-7

In another format: entries from further up
Second line of a record: FUS yeast rescue | GLP-1R agonist | GLP-1R inv ag | Abeta yeast res | PTHR1 agonist | pAkt inh | aSyn rescue | TDP-43 yeast inh | DRD3 antagonist
CCc1nc2c(OCC(=O)c3ccc(Cl)cc3Cl)cccn2c1N(C)C(=O)c1ccncc1
 : 12% | -3% | 25% | -12% | 0% | i | -5% | 9% | 3
O=C(Nc1nnc([C@@H]2C[C@H](O)[C@@H](CO)O2)s1)c1ccc(Oc2ccccc2)cc1
 : 2% | -5% | 13% | -13% | -29% | i | 1% | 0% | 18
OCC#CCSc1nnc(-c2ccncc2)o1
 : 19% | 1% | 8% | -3% | i | i | 7% | -3% | -22

Following part.
SMILES	FUS yeast rescue	GLP-1R agonist	GLP-1R inv ag	Abeta yeast res	PTHR1 agonist	pAkt inh	aSyn rescue	TDP-43 yeast inh	DRD3 antagonist
C=CCc1ccccc1OCC(O)CN(C(C)C)C(C)C (stereo unspecified)	14%	-5%	u	13%	0%	i	2%	24%	-6
Cc1sc2ncn(CC(=O)NCCCC(=O)N3CCCCC3)c(=O)c2c1C	-1%	10%	11%	7%	-9%	i	4%	-9%	1
O=C1C(=O)N(c2nccs2)C(c2ccccc2F)/C1=C(\O)c1ccc2c(c1)OCCO2 (stereo unspecified)	14%	-4%	u	-8%	-13%	i	5%	-16%	2
CCOC(=O)c1nc(S(C)(=O)=O)ncc1Cl	-11%	-6%	1%	-39%	-41%[inhibitor]	i	-11%	u	u
Cc1ccc(CCCOC(=O)C[N+]2(C)CCCC2)cc1	x	1%	-6%	8%	i	i	-13%	1%	-2
Cc1ccc(NC(=O)COC(=O)c2ccc(-n3cnnn3)cc2)c(Br)c1	-6%	-2%	2%	-21%	i	i	1%	-1%	17

Structures listed above shown as hits in pAkt inh.
SMILES,GLP-1R agonist,GLP-1R inv ag,PTHR1 agonist,pAkt inh,DRD3 antagonist
C/C(=N\O)c1ccc2c3c([nH]c2c1)CCCC3,-1%,u,-8%[57.5 µM],-90%*,-6

This is a subset (hit frequency here may not be typical).
